ASM inhibitor: human S-ASM enzyme inhibition; P17405; placental ASM, HMU-PC fluorogenic substrate, 60 min; Potency, µM (highest dose often 57.5 µM), for inactives: at the highest dose activity change, negative = inhibition, usual class: inhibitors; 340,000 compounds, 0.006% hits; AID 504937; also: potency is read from the fitted curve at half-maximal effect
Target sequence (P17405 47-631 limits assumed): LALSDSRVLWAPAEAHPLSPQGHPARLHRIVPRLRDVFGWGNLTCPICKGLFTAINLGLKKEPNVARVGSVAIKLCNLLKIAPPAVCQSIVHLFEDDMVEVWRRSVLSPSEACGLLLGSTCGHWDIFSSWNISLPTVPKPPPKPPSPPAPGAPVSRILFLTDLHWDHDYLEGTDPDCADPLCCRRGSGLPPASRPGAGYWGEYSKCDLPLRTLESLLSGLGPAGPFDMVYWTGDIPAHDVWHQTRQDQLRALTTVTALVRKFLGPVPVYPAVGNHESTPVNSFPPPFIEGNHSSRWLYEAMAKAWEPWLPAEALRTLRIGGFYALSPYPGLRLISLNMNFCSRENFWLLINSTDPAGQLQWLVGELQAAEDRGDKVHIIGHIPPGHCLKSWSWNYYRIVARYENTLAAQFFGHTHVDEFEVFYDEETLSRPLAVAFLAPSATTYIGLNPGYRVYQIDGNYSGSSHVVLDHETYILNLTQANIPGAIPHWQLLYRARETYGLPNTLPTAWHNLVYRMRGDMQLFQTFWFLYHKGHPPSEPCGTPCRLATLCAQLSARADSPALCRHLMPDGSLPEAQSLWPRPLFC
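qHTS format. ASM enzyme prepared from human placenta hydrolyses the fluorogenic substrate HMU-PC0 (9 uM final) over 60 min at 37 °C after a 10 min compound preincubation.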
Mito fusion act: blocks mitochondrial division or promotes mitochondrial fusion | S. cerevisiae fusion-defective mutant growth rescue, CellTiterGlo 48 h | Potency, µM (highest dose often 46.1 µM), inactives show top-dose growth rescue (activation), most hits filed as activators | 320,000 compounds, 0.23% hits | AID 485298;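 also: potency is read from the fitted curve at half-maximal effect; % of control where 0% means no effect; nearly all actives have a fitted effect of over 45% in size; temperature-sensitive fusion mutants such as fzo1-1 at 37 °C on non-fermentable ethanol glycerol medium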
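Read-out: ATP-based luminescence (CellTiterGlo, 10 min ambient) reporting growth of fusion-defective ts yeast after 48 hours at 37C on glycerol/ethanol YPEG medium in the presence of compound.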
Integrin act MD: activators of alpha7 integrin expression for muscular dystrophy. alpha7betagal myoblasts, beta-gal FDG fluorescence, 48 h. Potency, µM (highest dose often 38.3 µM), for the others: at the highest dose activation, usual class: activators. 350,000 compounds, 0.064% hits;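 also: potency is read from the fitted curve at half-maximal effect; 100% = response of the positive control SU9516; nearly all actives have a fitted effect of over 60% in size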
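Alpha7betagal+/- myoblasts (passage 13) were plated 16-24 hr, then exposed to compounds (1:260 dilution of DMSO stock) for 48 hours at 37C. After MPER lysis, β-galactosidase reporter activity was read as FDG fluorescence (ex 480/em 540) after 30 minutes.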
TCR activator: activators of T cell receptors. Potency, µM (titrated, usually from 9.22 µM), for inactives: at the highest dose activation of IL-2 secretion, most hits filed as activators. primary human leukocytes, anti-CD3, IL-2 HTRF, 48 h. 330,000 tested, under 10 active. AID 504894; also: % of control where 0% means no effect
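1) Mix primary human leukocytes, a-CD3 beads and compound. 2) Incubate 48 hr. 3) Add HTRF IL-2 reagents (a-IL-2-K, a-IL-2-d2).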
TSHR antag: blocks TSH signaling through the human TSH receptor. P16473. TSHR-expressing cells, TSH-stimulated cAMP HTRF, 2 h; hits give low values. activity change, negative = inhibition, % at 11.5 µM. 330,000 compounds, 0.2% hits. AID 504810;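 active = activity change below a set negative limit, meaning inhibition stronger than a set level, cut at about -70% in these data; inconclusive = activity change between two set negative limits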; also: % is scaled to controls: 0 for no effect and ±100 for the full control effect
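Cell-based HTRF cAMP assay; TSHR cells + compound, TSH EC80 (4nM final), 2 h, 37 deg C. Lysis with anti-cAMP cryptate and cAMP-d2, 30 min RT, read 665/620 nm.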
MBNL1-CUG inh: inhibitors of human MBNL1 binding to CUG repeat RNA; Q9NR56; TR-FRET MBNL1-His/biotin-(CUG)12 binding, 665/545 ratio; Potency, µM (top dose mostly 57.5 µM), inactives show top-dose activity change, negative = inhibition, actives largely listed as inhibitors; 280,000 compounds, 0.036% hits; AID 2675; active = well fitted inhibition curve with a large enough effect in the signal ratio, with a control signal flat, not every such curve was filed as active; inconclusive = small, poorly fitted or top-dose-only effect, or effect the other way, or a change in a side signal; inactive = no such curve, though single readings can be large or run the other way; the % refers to the signal ratio; also: potency is read from the fitted curve at half-maximal effect; % is scaled to controls: 0 for no effect and ±100 for the full control effect
Target sequence (Q9NR56 whole entry, looked up): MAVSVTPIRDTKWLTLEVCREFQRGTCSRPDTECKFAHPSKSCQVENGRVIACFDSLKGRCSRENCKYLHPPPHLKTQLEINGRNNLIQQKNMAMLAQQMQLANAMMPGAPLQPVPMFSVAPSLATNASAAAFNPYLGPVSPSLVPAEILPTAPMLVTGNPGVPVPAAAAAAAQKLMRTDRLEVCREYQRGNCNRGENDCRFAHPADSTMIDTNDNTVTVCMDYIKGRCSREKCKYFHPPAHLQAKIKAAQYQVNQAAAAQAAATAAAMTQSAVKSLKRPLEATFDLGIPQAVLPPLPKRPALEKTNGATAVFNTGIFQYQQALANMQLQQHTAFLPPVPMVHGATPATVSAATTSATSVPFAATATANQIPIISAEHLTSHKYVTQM
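Inhibition of protein-RNA binding appears as loss of TR-FRET between terbium anti-His antibody on MBNL1-His and streptavidin-XL665 on biotin-(CUG)12. Activity is normalized to buffer-only and uninhibited-complex controls.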
TSG101-PTAP inh: blocks PTAP/TSG101 interaction to inhibit HIV-1 budding | AID 493005 | Q99816 | Potency, µM (top dose mostly 115 µM), without a hit: at the top dose activity change, negative = inhibition, most hits filed as inhibitors | Fluorescence polarization, FITC-PTAP peptide / Tsg101 binding | 340,000 tested, under 10 active; active = well fitted inhibition curve with a large enough effect in the main read-out, with a control signal flat, not every such curve was filed as active; inconclusive = small, poorly fitted or top-dose-only effect, or effect the other way, or a change in a side signal; inactive = no such curve, though single readings can be large or run the other way; also: potency is read from the fitted curve at half-maximal effect; % of control where 0% means no effect
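Compounds were pin-transferred onto Tsg101 binding domain (10 uM final) in HEPES pH 7.5 buffer, then FITC-PTAP peptide was added at 50 nM final. After 20 min at RT, polarization reported peptide displacement across a qHTS concentration series.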
CXXC DNA block: inhibitors of human MLL CXXC domain-DNA interaction; Q03164; AID 2662; Potency, µM (titrated, usually from 115 µM), without a hit: top-dose activity change, negative = inhibition, actives largely listed as inhibitors; MLL-CXXC / FITC-HOXA9 DNA fluorescence polarization; 290,000 compounds, 0.037% hits; active = well fitted inhibition curve with a large enough effect in the polarisation, with a control signal flat, not every such curve was filed as active; inconclusive = small, poorly fitted or top-dose-only effect, or effect the other way, or a change in a side signal; inactive = no such curve, though single readings can be large or run the other way; the % refers to the polarisation; also: potency is read from the fitted curve at half-maximal effect
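Fluorescence polarization: 7 uM MLL-CXXC (stock) preincubated 5 min with compounds, then 50 nM fluorescein-HOX-A9 DNA (stock) added; 30 min ambient. Buffer 50 mM Tris-HCl pH 7.5, 50 mM NaCl, 1 mM DTT, 0.05% BSA.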
Menin MLL FP TR: inhibitors of human menin-MLL interaction, mutant MLL peptide | O00255 | Menin + Texas Red MLL mutant peptide, fluorescence polarization | Potency, µM (series often up to 61.6 µM), for inactives: at the highest dose FP activity change, negative = inhibition, actives largely listed as inhibitors | 270,000 compounds, 0.23% hits; active = well fitted inhibition curve with a large enough effect in the polarisation, with a control signal flat, not every such curve was filed as active; inconclusive = small, poorly fitted or top-dose-only effect, or effect the other way, or a change in a side signal; inactive = no such curve, though single readings can be large or run the other way; the % refers to the polarisation; also: potency is read from the fitted curve at half-maximal effect; % of control where 0% means no effect; many of its hits are not listed in these tables
AT treatment: candidate therapy for ataxia-telangiectasia. […] A-T fibroblasts, KAP-1 phosphorylation AlphaLISA; neocarzinostatin DNA damage 30 min before lysis. Potency, µM (doses to about 57.5 µM), for the others: at the top dose activation, hits mostly activators. 320,000 compounds, 0.19% hits; also: potency is read from the fitted curve at half-maximal effect; % of control where 0% means no effect; nearly all actives have a fitted effect of over 45% in size
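hTERT-immortalized A-T patient fibroblasts ([…]), 500 cells/well in OPTI-MEM, 1% FBS, got compounds for 60 min, then NCS for 30 min at 37C. Lysates were then assayed for phospho-KAP-1 by AlphaLISA (anti-pKAP1 donor, anti-KAP1 acceptor beads), 6 hr at 25C.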
* hit, by the source's call; ? = inconclusive; nt = not tested or not shown; & = joins results of further samples; [ ] = remark or other dose. Unless noted, calls follow the shape of the dose curve; as a rule, active = well fitted curve in the direction sought with a large enough effect; inconclusive = small, poorly fitted or top-dose-only effect, or another doubt; inactive = no such curve, though single readings can be large; an effect the other way counts as inactive or inconclusive. Some of the compounds tested (hit frequency here may not be typical).

SMILES	ASM inhibitor	Mito fusion act	Integrin act MD	TCR activator	TSHR antag	MBNL1-CUG inh	TSG101-PTAP inh	CXXC DNA block	Menin MLL FP TR	AT treatment
O=C(CN1CC(c2ccccc2)CC1=O)NCc1ccc(F)cc1 (centres undefined)	1.2%	-1.9%	3.8%	-2.4%	-2.7	5.2%	1.1%	8.4%	-1.6%	-4.6%
COC(=O)C1=C(c2ccc(F)cc2OCc2ccccc2)C[C@@H]2CC[C@H]1N2C(=O)NC(C)C	-0.2%	18.9%	1.6%	7.3%	-8.9	nt	0.8%	nt	nt	6.2%
O=CC(Br)P(=O)(N1CCOCC1)N1CCOCC1 (centres undefined)	2.5%	1.4%	0.7%	-6.0%	-2.7	-2.7%	-2.0%	-6.0%	nt	-17.7%
CC(C)(C)C(=O)C(Oc1ccc(Cl)cc1)n1cncn1 (centres undefined)	0.5%	nt	28.9%	1.4%	nt	nt	-2.6%	nt	-9.0%	nt
COc1ccc(CC2(CCc3ccncc3)C(=O)NC(=O)NC2=O)cc1	0.3%	-3.3%	-5.5%	-2.3%	-0.6	-1.9%	-2.6%	6.2%	-4.1%	1.2%
COC(=O)C1=C(c2cccc(C#N)c2)C[C@@H]2CC[C@H]1N2C(=O)NCc1ccco1	0.8%	-5.7%	-26.4%	-0.1%	-14.9	nt	nt	nt	nt	13.7%
COC(=O)C1=C(c2c(C)noc2C)C[C@@H]2CC[C@H]1N2C(=O)NCCOc1ccccc1Cl	6.1%	0.1%	0.1%	6.2%	-17.2	nt	nt	nt	nt	1.4%
O=C(O)c1cccc(N=Nc2c(O)[nH]c(=O)[nH]c2=O)c1	-3.2%	-4.4%	-23.9%	0.8%	-1.9	?	1.7%	3.1%	nt	18.2%
CC1(C)CC(n2[nH]c(=O)c3c2NC(=O)CSC3c2ccc(F)cc2)CCO1 (centres undefined)	-0.7%	3.4%	-11.5%	-2.1%	-4.6	9.6%	-0.3%	6.9%	19.9%	2.5%
Cc1ccc(CC(=O)N2CCN(C)CC2)cc1	-3.0%	2.2%	2.7%	3.3%	15.5	-10.6%	-1.3%	2.3%	0.5%	4.2%
Cn1c(O)c(C=Nc2ccc(N3CCOCC3)cc2)c(=O)n(C)c1=S	-10.4%	-14.4%	-14.5%	-5.2%	-8.9	10.8%	?	10.8%	-1.6%	3.1%
COCCN1C(=O)NC(=O)/C(=C\c2ccc(F)cc2)C1=O	1.6%	0.1%	?	3.8%	9.6	-10.1%	-3.1%	1.9%	8.2%	-1.4%
COc1cc2c(c(OC)c1OC)-c1ccc(O)cc1[C@@H](NC(C)=O)CC2	3.3%	-5.3%	-1.7%	2.9%	7.4	nt	-1.3%	nt	nt	17.6%
CN1C(=O)c2ccccc2NC(=O)C1Cc1ccccc1 (centres undefined)	2.3%	-1.0%	-7.7%	-7.8%	0.5	-1.0%	2.7%	-16.3%	4.7%	10.6%
CN(C)CC1CSCCC1(O)c1ccc(Cl)cc1 (centres undefined)	5.2%	-6.5%	0.2%	-0.9%[46.1 µM]	0.5	-7.3%	-3.1%	-3.4%	3.8%	-1.7%
C=CCn1c(O)c(C(CC)=Nc2ccc3c(c2)CCC3)c(=O)[nH]c1=O	-8.1%	2.4%	-11.6%	-2.2%	-3.9	5.6%	-0.4%	-2.7%	nt	12.2%
COc1ccc2c(c1OC)C(=O)OC2c1c(O)n(C2CCCCC2)c(=O)[nH]c1=O (centres undefined)	1.2%	-1.3%	4.8%	4.2%	-12.0	-3.9%	0.0%	?	12.5%	11.1%
NCCc1cc(O)c(O)cc1O	-4.9%&-0.8%	nt	nt	-3.5%&-1.1%	nt	nt	-2.4%&-0.1%	6.0%	39.8µM*	nt
CCN(CC)c1ccc(N=Cc2c(O)n(CCc3ccc(OC)c(OC)c3)c(=O)[nH]c2=O)cc1	-18.3%	7.2%	22.5%	-2.9%[46.1 µM]	-11.0	9.0%	?	?	-19.7%	-2.7%
Clc1cccc(CN2CCCCC2c2cccnc2)c1 (centres undefined)	4.4%	-1.5%	-12.6%	6.1%	-6.8	-19.6%	-8.8%	0.6%	-8.6%[11.7 µM]	6.0%
Cc1nn(Cc2ccccc2)c(C)c1C(=O)OCC(=O)Nc1cccc(S(N)(=O)=O)c1	-0.2%	0.9%	-21.1%	6.1%	-10.7	-6.6%	-9.9%	-2.1%	16.1%	-1.2%
CC(=O)N1CN2CN(C(C)=O)CC(C(=O)c3ccc([N+](=O)[O-])cc3)(C2)C1	3.0%	-4.8%	-11.8%	-2.0%	10.9	?	-3.8%	-3.0%	9.6%	3.1%
Cc1ccc(N2C(=O)NC(=O)/C(=C\c3ccc([N+](=O)[O-])o3)C2=O)cc1	nt	-4.1%	nt	nt	-4.4	?	nt	52.9%[activator]	?	-14.2%
Cc1ccc2c(CN3CC=C(c4ccccc4)CC3)cc(=O)oc2c1C	2.0%	1.8%	16.4%	12.9%[46.1 µM]	-2.8	?	1.7%	4.8%	?	-4.0%
O=c1oc2ccccc2c(O)c1C(c1ccccn1)c1c(O)c2ccccc2oc1=O	-1.5%	8.3%	28.4%	16.2%	11.9	-26.9%	-3.1%	-1.8%	nt	7.1%

(listing goes on)
SMILES	ASM inhibitor	Mito fusion act	Integrin act MD	TCR activator	TSHR antag	MBNL1-CUG inh	TSG101-PTAP inh	CXXC DNA block	Menin MLL FP TR	AT treatment
CN(C)c1ccc(/C=C2/C(=N\O)C3CCN2CC3)cc1	40.9%[activator]	14.1%	-9.2%	1.8%	-15.9	3.7%	-0.3%	-17.8%	nt	3.8%
O=[N+]([O-])c1ccc(O[C@@H]2O[C@H](CO)[C@@H](O)[C@H](O)[C@H]2F)c([N+](=O)[O-])c1	nt	-64.6%[inhibitor]	nt	nt	-6.8	?	nt	3.0%	-8.5%	nt
O=C1C2C3CCC(O3)C2C(=O)N1CCO (centres undefined)	0.5%	10.6%	6.0%	3.8%	13.5	-6.4%	-4.6%	-18.2%	-12.4%	0.3%
COc1ccc2c(c1)[nH]c1c(C)nccc12	-0.7%	-6.5%	nt	2.8%	-1.6	nt	-8.5%	nt	0.6%	-5.8%
C=CCn1c(O)c(C(C)=NCCN2CCOCC2)c(=O)[nH]c1=O	-2.2%	-0.1%	-10.8%	1.0%	3.0	-4.3%	-2.9%	-8.7%	-0.2%	1.3%
Cc1cc(=O)oc2cc(OCC(=O)N3CCC(C(=O)O)(c4ccccc4)CC3)ccc12	13.4%	0.7%	16.5%	0.7%	-2.6	1.7%	-0.2%	-9.0%	-3.9%	-18.4%
CCCCOCCCN1C(C)=CC(=C2C(=O)NC(=S)NC2=O)C=C1C	15.1%	3.2%	-29.2%	0.3%	-7.7	-3.2%	-10.6%	4.0%	nt	3.6%
O=C1/C(=C/c2cc3c(cc2Cl)OCO3)N2CCC1CC2	nt	1.9%	nt	9.3%[46.1 µM]	-11.0	nt	nt	24.1%	-16.3%	4.5%
CSc1ncc(CN2CCCC(C(=O)c3ccccc3SC)C2)cn1 (centres undefined)	7.4%	-4.5%	8.8%	-2.4%	-0.2	-1.3%	-5.2%	58.3%[activator]	nt	-19.2%
CCNCC1(c2ccc(OC)c(OC)c2)CCCC1	21.8%	2.7%	21.1%	-3.8%	-1.2	6.3%	-5.0%	2.4%	5.3%	6.4%
CC(=O)c1cccc(NC2=NCC(C)S2)c1 (centres undefined)	-3.2%	-4.1%	-10.8%	-8.8%	-10.3	-5.0%	-2.1%	-0.7%	0.8%	-9.0%
COC(=O)C(O)(c1ccc(NC(=O)c2ccco2)c(OC)c1)C(F)(F)F (centres undefined)	1.0%	-2.4%	16.7%	-0.8%	-9.1	-11.3%	3.7%	7.2%	-3.8%	5.0%
CCCC(C)CC1(CCO)C(=O)NC(=S)NC1=O (centres undefined)	-1.3%	nt	0.0%	3.4%	nt	nt	-3.3%	nt	nt	nt
CN1CCc2cc3c(cc2C1)OCO3	-4.8%	nt	2.8%	0.5%	nt	nt	0.3%	nt	nt	nt
CCCC(=O)N(C)C1=Nc2ccc(Cl)cc2C(c2ccccc2)=[N+]([O-])C1	-6.6%	-41.9%[inhibitor]	3.7%	5.1%	-3.4	2.3%	-2.5%	-1.8%	16.2%	8.5%

Bioassay records as filed in PubChem BioAssay.
